Assay outcomes from PubChem.
OXTR ag = human OXTR agonists, primary screen, fluorescence, CHO-OTR cells, Fluo-8 calcium; Oxytocin receptor (Homo sapiens), P30559; AID 2435, 2010; Fluo-8 calcium fluorescence; normalized: DMSO 0%, oxytocin 100%; activation, % at 3 µM; 320,000 tested, 0.32% active;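 active = activation above the mean of all tested compounds plus 3 SD, cutoff set per screening run, cut at about 20% in these data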;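 note: peak over basal fluorescence ratio from a 100 s FLIPR kinetic read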
Target sequence (P30559 whole entry, looked up): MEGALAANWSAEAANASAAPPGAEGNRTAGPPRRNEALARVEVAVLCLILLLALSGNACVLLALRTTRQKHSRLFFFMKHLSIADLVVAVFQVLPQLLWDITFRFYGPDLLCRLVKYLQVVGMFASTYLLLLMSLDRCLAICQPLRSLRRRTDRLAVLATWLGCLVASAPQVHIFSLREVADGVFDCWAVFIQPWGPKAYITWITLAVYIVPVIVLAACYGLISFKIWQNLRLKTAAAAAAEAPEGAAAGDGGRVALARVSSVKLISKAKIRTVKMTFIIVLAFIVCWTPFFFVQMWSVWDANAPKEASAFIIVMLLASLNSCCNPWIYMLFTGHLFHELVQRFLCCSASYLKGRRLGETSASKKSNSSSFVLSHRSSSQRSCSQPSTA
M18AAP inhibitor = PfM18AAP inhibitors, malaria aminopeptidase, primary screen, biochemical, QFRET, recombinant enzyme. M18 aspartyl aminopeptidase (Plasmodium falciparum 3D7). inhibition, % at 7.35 µM. 290,000 tested, 1.2% active. H-Glu-NHMec fluorogenic cleavage;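 active = inhibition above the campaign mean inhibition over all tested compounds plus 3 SD, cut at about 28% in these data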;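 note: 0% = plate median of test compound wells and 100% = 2 mM ZnCl2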
NALP1 yeast inh = NALP1 inflammasome inhibitors in reconstituted yeast, colorimetric, S. cerevisiae, triplicate retest; S. cerevisiae NALP1/ASC/caspase-1 growth, X-gal OD620, 72 h; inhibition, % at 10 µM; 280,000 tested, 0.61% active; AID 2071, 2009; in the data active = inhibition mostly above about 24%, no sharp cut-off; inactive = mostly below about 32%; note: some compounds called inactive have numbers as strong as hits
PHOSPHO1 block = PubChem AID 1565; Phosphoethanolamine/phosphocholine phosphatase (Homo sapiens), Q8TCT1; recombinant PHOSPHO1, absorbance phosphatase assay; inhibition, % at 13.3 µM; 290,000 tested, 1.1% active; in the data active = inhibition above about 60%
Target sequence (Q8TCT1 whole entry, looked up): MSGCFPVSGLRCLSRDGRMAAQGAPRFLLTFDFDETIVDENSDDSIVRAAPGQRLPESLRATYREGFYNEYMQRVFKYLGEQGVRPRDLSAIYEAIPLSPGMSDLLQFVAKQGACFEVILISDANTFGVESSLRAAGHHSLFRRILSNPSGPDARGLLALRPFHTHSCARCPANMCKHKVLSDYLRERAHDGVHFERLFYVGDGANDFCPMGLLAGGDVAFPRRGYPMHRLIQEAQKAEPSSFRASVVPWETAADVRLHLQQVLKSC
MEKK2 mut-MEK5 = MEK5 binding signal on mutant MEKK2 PB1, primary screen, biochemical, multiplex bead flow cytometry, Alexa488-MEK5 | 290,000 tested, 0.35% active | Alexa488-MEK5 binding to MEKK2 mutant | percent response, % at 10 µM | AID 1530, 2009; in the data active = percent response above about 24%, passing the limit was not always enough; note: inactives centre near 1; some results filed as inactive read as strong as hits; reference of the scale not given here
MEKK2 WT-MEK5 = modulators of MEK5 binding to wildtype MEKK2, primary screen, biochemical, multiplex bead flow cytometry, Alexa488-MEK5; Mitogen-activated protein kinase kinase kinase 2 (Homo sapiens), Q9Y2U5; Alexa488-MEK5 binding to MEKK2 WT; actives lie on both sides; binding response (% of control), % at 10 µM; 290,000 tested, 1.1% active; in the data active = binding response below about 67% or above about 130%
MEKK3 PB1 HTS = modulators of MEKK3-MEK5 PB1 binding, primary screen, biochemical, wildtype MEKK3, multiplex bead flow cytometry, Alexa488-MEK5; Mitogen-activated protein kinase kinase kinase 3 (Homo sapiens), Q99759; bead-based flow cytometry, Alexa488-MEK5 binding to MEKK3; actives lie on both sides; 0 = blocked by unlabeled MEK5, 100 = vehicle; binding response (% of control), % at 10 µM; 290,000 tested, 1.4% active; AID 1529, 2009;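 active = binding response more than 3 SD above or below the average of its plate-row segment, actives on both sides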;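 note: Alexa488 bead fluorescence after subtracting the streptavidin-only scavenger bead signal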
DNA FID counter = compounds displacing fluorescent DNA intercalator, primary screen, artefact control for HCV NS3 helicase inhibitor project, biochemical, FID fluorescence; DNA fluorescent intercalator displacement; inhibition, % at 7.9 µM; 290,000 tested, 0.17% active; AID 1845, 2009; in the data active = inhibition above about 37%;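 note: 0% = vehicle and 100% = reference compound; higher means more ethidium bromide displaced from hairpin DNA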
GPR7 antagonist = GPR7 receptor antagonists, primary screen, cell-based, fluorescence, single concentration | GPR7-expressing cells, fluorescence antagonist assay | AID 1861, 2009 | 290,000 tested, 1.1% active | inhibition, % at 4.4 µM; in the data active = inhibition above about 16%, passing the limit was not always enough;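 note: cells stimulated with the agonist NPW; 0% = agonist with vehicle and 100% = vehicle without agonist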
Target sequence (P48145 whole entry, looked up): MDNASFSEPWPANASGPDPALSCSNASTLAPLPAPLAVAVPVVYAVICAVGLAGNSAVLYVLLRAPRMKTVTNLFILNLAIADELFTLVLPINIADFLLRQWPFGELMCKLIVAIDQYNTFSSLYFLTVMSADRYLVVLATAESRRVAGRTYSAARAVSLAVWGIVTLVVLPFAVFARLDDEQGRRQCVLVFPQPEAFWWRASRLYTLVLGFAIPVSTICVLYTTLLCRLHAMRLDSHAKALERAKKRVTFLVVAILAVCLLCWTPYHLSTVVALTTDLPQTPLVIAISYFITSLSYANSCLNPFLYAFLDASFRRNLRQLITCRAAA
* = called active by the depositor; / = not tested or not shown. Rows were taken by chance; overall some 6.2% were active at least once.

SMILES | OXTR ag | M18AAP inhibitor | NALP1 yeast inh | PHOSPHO1 block | MEKK2 mut-MEK5 | MEKK2 WT-MEK5 | MEKK3 PB1 HTS | DNA FID counter | GPR7 antagonist
CC(=O)c1cccc(NC(=O)C2CCN(S(=O)(=O)c3c(C)n[nH]c3C)CC2)c1 | -0.9 | 2 | 23 | 45 | 3 | 101 | 100 | -1 | -6
CCOC(=O)c1ccc(Nc2cc(C)nc(-c3ccccc3O)n2)cc1 | 0.5 | -11 | 4 | -3 | 2 | 84 | 101 | -1 | 5
COc1ccc(Cl)cc1NC(=O)C1CCN(C(=O)C2CC(=O)N(c3ccc(C)cc3)C2)CC1 (stereo unspecified) | 1.7 | 2 | 11 | 26 | 1 | 105 | 104 | -40 | 5
CC(C)OC(=O)COc1cc(O)c2c(=O)cc(-c3ccccc3)oc2c1 | -0.3 | 0 | / | 8 | 0 | 100 | 101 | -4 | 3
CCOC(=O)Cc1sc(N)nc1C | -0.3 | -2 | 15 | 20 | -2 | 96 | 95 | 0 | 4
CC(C)CCn1nnnc1C(c1ccc(N(C)C)cc1)N1CCN(C(=O)c2ccco2)CC1 (stereo unspecified) | 0.7 | -1 | 25 | 50 | 5 | 109 | 110 | -20 | 0
COC(=O)/C=c1\[nH]c2nnc(C)n2c1=O | 1.1 | 1 | / | 13 | -2 | 99 | 96 | 0 | -12
O=C(CN(CC1CCCO1)C(=O)CNS(=O)(=O)c1ccc(F)cc1)NCc1ccco1 (stereo unspecified) | 1.5 | 1 | -7 | 39 | -10 | 89 | 85 | -4 | 4
C=C(C)CNC(=S)Nc1cccc(N)n1 | / | 15 | 6 | -13 | 1 | 101 | 100 | -4 | -1
CCCCc1ccc(Nc2ncccc2C#N)cc1 | -1.9 | -4 | 1 | 42 | 4 | 101 | 102 | -7 | 14
CCC(C)N(C(=O)c1csnn1)C(C(=O)NCc1ccc(F)cc1)c1ccccc1F (stereo unspecified) | 0.5 | 5 | 21 | 27 | -2 | 96 | 101 | -35 | 5
CCOC(=O)c1c(C)[nH]c(C(=O)Cn2c(=O)oc3ccccc32)c1C | 1.3 | 1 | 3 | -3 | -12 | 87 | 84 | -26 | 3
Cc1nc(NCCc2ccccc2)c2nnn(Cc3ccccc3Cl)c2n1 | -0.5 | -4 | 3 | 3 | 3 | 106 | 102 | -6 | 1
CCCc1cc(C(=O)Nc2ccc(OC)cc2[N+](=O)[O-])cs1 | / | 1 | 24 | / | -2 | 98 | 101 | -2 | -18
COc1ccccc1CNCc1cccs1 | 0.8 | -3 | 6 | 9 | 19 | 113 | 110 | 0 | -2
Cc1cccc(C)c1NC(=O)COC(=O)C1CC(=O)N(Cc2ccccc2)C1 (stereo unspecified) | -1.0 | 5 | 10 | 9 | 6 | 107 | 107 | -8 | 1
COc1cccc(NC(=O)N2CCCC2C(=O)NCc2ccc(Cl)cc2)c1 (stereo unspecified) | -2.2 | 0 | 11 | 45 | 12 | 113 | 111 | -11 | -13
Cc1ccc2nc(C)/c(=N\O)c(C)nc2c1 | -0.5 | 0 | 16 | 33 | 5 | 105 | 104 | -4 | -16
Cc1cc(-c2nc(C)c(-c3nnc(SCC(=O)Nc4cc(Cl)cc(Cl)c4)n3C)s2)no1 | -0.8 | -3 | 11 | 4 | -4 | 97 | 99 | -4 | -10
O=C1CC(N2CCOCC2)C(=O)N1Cc1ccc(N2CCCC2=O)cc1 (stereo unspecified) | 0.5 | -93 | 20 | 7 | 3 | 109 | 103 | -2 | -12
CCC(=O)Nc1ccc(C(=O)Nc2cccc(C)n2)cc1 | -0.1 | 3 | 1 | 28 | -8 | 99 | 106 | 5 | -1
CCc1[nH]nc2c1C(c1cccnc1)C(C#N)=C(N)O2 (stereo unspecified) | -0.1 | -9 | / | -20 | 4 | 104 | 102 | -3 | -13
COc1ccc(C2/C(=C(/O)c3ccccc3)C(=O)C(=O)N2CCN2CCOCC2)c(OC)c1 (stereo unspecified) | 0.8 | 5 | 4 | 8 | 3 | 108 | 105 | -18 | -1
Cc1nn(Cc2cccc(C(=O)N3N=C(C(F)F)CC3(O)C(F)F)c2)c(C)c1[N+](=O)[O-] (stereo unspecified) | 12 | 11 | -12 | -14 | -8 | 95 | 91 | -6 | 3
O=S(=O)(Nc1ccc(Cc2ccncc2)cc1)c1ccc(Br)cc1 | 12 | 5 | 9 | 38 | / | / | / | -14 | 15

Entries listed so far that have an NH in an aromatic ring (4):
SMILES | OXTR ag | M18AAP inhibitor | NALP1 yeast inh | PHOSPHO1 block | MEKK2 mut-MEK5 | MEKK2 WT-MEK5 | MEKK3 PB1 HTS | DNA FID counter | GPR7 antagonist
CC(=O)c1cccc(NC(=O)C2CCN(S(=O)(=O)c3c(C)n[nH]c3C)CC2)c1 | -0.9 | 2 | 23 | 45 | 3 | 101 | 100 | -1 | -6
COC(=O)/C=c1\[nH]c2nnc(C)n2c1=O | 1.1 | 1 | / | 13 | -2 | 99 | 96 | 0 | -12
CCOC(=O)c1c(C)[nH]c(C(=O)Cn2c(=O)oc3ccccc32)c1C | 1.3 | 1 | 3 | -3 | -12 | 87 | 84 | -26 | 3
CCc1[nH]nc2c1C(c1cccnc1)C(C#N)=C(N)O2 (stereo unspecified) | -0.1 | -9 | / | -20 | 4 | 104 | 102 | -3 | -13

Carrying on.
SMILES | OXTR ag | M18AAP inhibitor | NALP1 yeast inh | PHOSPHO1 block | MEKK2 mut-MEK5 | MEKK2 WT-MEK5 | MEKK3 PB1 HTS | DNA FID counter | GPR7 antagonist
O=C(CSc1ncn(-c2ccccc2)n1)Nc1ccc2c(c1)OCO2 | 0.1 | 4 | 20 | 82* | 3 | 107 | 110 | -5 | 3
COc1ccc(NC(=O)CS(=O)CC(=O)Nc2cccc3cccnc23)cc1 (stereo unspecified) | 0.9 | -1 | 1 | 23 | 5 | 105 | 103 | -13 | -5
CCOc1cc(CO)cc(Br)c1OCC(=O)Nc1ccccc1C | -1.9 | -3 | -1 | 47 | -2 | 94 | 97 | -25 | -2
Cc1ccc(NC(=O)NC2CCN(S(=O)(=O)c3ccc(F)cc3)CC2)cc1 | 0.0 | -2 | 43 | 9 | -2 | 102 | 98 | -5 | 1
O=C(O)c1ccccc1-c1ccccc1C(=O)NCCCO | 0.0 | -2 | 16 | 4 | 6 | 113 | 111 | 2 | -2
CCOC(=O)c1sc(NC(=S)NC(=O)c2cccc(Cl)c2)c(C(=O)OCC)c1C | 0.2 | -4 | 17 | 7 | 3 | 99 | 99 | 0 | 3
CSc1ccc(/C=C2\CCn3c2nc2cc(C(=O)O)ccc2c3=O)cc1 | 0.7 | 4 | 26 | 10 | 8 | 98 | 96 | -19 | -12
Cc1ccc(NC(=O)NCCSc2ccc(C)cc2)cc1 | -1.8 | 0 | 16 | 32 | -2 | 99 | 95 | -8 | -11
CCCS(=O)(=O)c1nc(C)cc(C)c1S(C)(=O)=O | 0.1 | 1 | -34 | -8 | -40 | 107 | 98 | -2 | 0
Cc1c(CNC(=O)C2CC2)c(-n2cccc2)n(Cc2ccccc2)c1C | 3.0 | 2 | 15 | 3 | -4 | 91 | 99 | -4 | -10
O=C(Nc1cc(-c2nc3ccccc3s2)ccc1Cl)c1ccc2c(c1)OCO2 | 0.1 | -7 | 10 | 42 | -2 | 95 | 100 | 4 | -3
COc1ccc(C=O)c(OC)c1 | 0.6 | -18 | 4 | 8 | 0 | 106 | 86 | 1 | 1
COc1ccc(C2C(C#N)=C(N)N(N(C)C)C3=C2C(=O)CC(C)(C)C3)cc1OC (stereo unspecified) | 0.0 | -7 | 14 | / | 0 | 98 | 102 | -21 | -11
O=C(N/N=C/c1c[nH]c2c1ccc1ccccc12)c1ccc([N+](=O)[O-])cc1 | -0.8 | 1 | 27 | 1 | -2 | 85 | 97 | 14 | -4
O=S(=O)(Nc1ccccc1N1CCCCC1)c1cccs1 | -4.3 | 11 | -2 | 7 | -4 | 102 | 100 | -1 | -4
C=CCn1c(Cc2ccc(OC(C)C)c(Cl)c2)nnc1SCC(N)=O | -0.1 | -8 | 19 | -25 | 1 | 99 | 96 | -18 | -7
Cc1nc(SCc2nc3ccccc3[nH]2)c2oc3ccccc3c2n1 | -2.3 | -4 | 15 | 48 | 2 | 96 | 94 | -7 | -2
CCOC(=O)c1cn2nc(SCc3ccccc3)nc2nc1C | -0.2 | 2 | 17 | 45 | 12 | 115 | 112 | -25 | -6
Cc1nc(CCNS(=O)(=O)c2cccnc2)cs1 | 1.5 | -3 | / | 56 | -1 | 104 | 108 | -3 | -11
Nn1c(SCC(=O)Nc2ccc3c(c2)OCCO3)nnc1C(F)(F)F | 0.5 | -5 | 0 | 91* | 4 | 98 | 99 | -4 | 14*
Fc1ccc2nc(-c3ccccc3)nc(SCc3nnc(-c4ccccc4)o3)c2c1 | -1.0 | 0 | -6 | -4 | -6 | 89 | 98 | 3 | -5
CCNC(=O)COC(=O)CCNC(=O)c1ccc(Cl)cc1 | -0.8 | -4 | 3 | 40 | -1 | 97 | 99 | -2 | -17
COc1cccc(NC(=O)C2CCC(CNS(=O)(=O)c3cccc4cccnc34)CC2)c1 (stereo unspecified) | -0.6 | 6 | 0 | 25 | 0 | 99 | 102 | -43 | -7
CCSc1nccc(-c2nn(-c3ccc(C)cc3)ccc2=O)n1 | -2.2 | 9 | -29 | 10 | 8 | 102 | 102 | -24 | 23*
CCOP1(=O)C=C(C(C)(C)C)OC1c1ccc(F)cc1 (stereo unspecified) | 0.7 | -10 | 4 | -46 | 2 | 100 | 100 | -19 | -4
Remaining list, next part:
SMILES | OXTR ag | M18AAP inhibitor | NALP1 yeast inh | PHOSPHO1 block | MEKK2 mut-MEK5 | MEKK2 WT-MEK5 | MEKK3 PB1 HTS | DNA FID counter | GPR7 antagonist
CC[C@@H](C)C(NC(=O)OC(C)(C)C)c1cn([C@@H](CCC(=O)OC(C)(C)C)C(=O)N2CCN(C(=O)OC(C)(C)C)CC2)nn1 (stereo partly specified) | -1.2 | -2 | 4 | 26 | 2 | 98 | 98 | -13 | -17
CC(=O)c1cc(F)c(N2CCN(CCC#N)CC2)cc1C | 0.9 | -9 | 14 | 39 | -1 | 101 | 84 | 14 | 0
Cc1cccc(N2CCN(C(=O)Cn3cccc3C(=O)c3ccccc3)CC2)c1C | -2.1 | 4 | 11 | -4 | -4 | 97 | 97 | -33 | -1
O=C(Nc1ccc(N2CCOCC2)c(Cl)c1)c1ccc(F)cc1 | 0.2 | 0 | -2 | 12 | -2 | 98 | 88 | -5 | 0
NC(=O)CSc1nnc(-c2cc(-c3cccs3)nc3ccccc23)o1 | 2.2 | -6 | 1 | 14 | 2 | 95 | 96 | 0 | 2
Cc1ccc(NC(=O)C(Cc2ccccc2)NC(=O)OCc2ccccc2)cc1C (stereo unspecified) | -1.4 | -10 | 32 | 11 | -1 | 96 | 96 | -14 | -22
COC(=O)c1ccc(CNC(=O)COC(=O)c2ccc(N(C)C)cc2)cc1 | -1.4 | 1 | 13 | 36 | -11 | 78 | 92 | -2 | -12
CCCN(CCC)C(=O)Cc1coc2ccc3ccccc3c12 | -3.0 | -4 | 16 | -2 | 3 | 104 | 102 | -28 | -3
COc1ccccc1CCC(=O)Nc1ccc2c(c1)CN(Cc1ccc(CO)o1)CC2 | 0.0 | 6 | 11 | 13 | 1 | 102 | 102 | -22 | 3
Cc1ccc(S(=O)(=O)NNC2=NS(=O)(=O)c3ccccc32)c(C)c1 | 0.1 | 6 | 4 | -2 | -1 | 107 | 122 | -36 | -7
